Compound activity from PubChem.
Pemphigus Ab inh: inhibitors of pemphigus antibody binding to human desmoglein-3 | DSG3-coupled beads, scFv-anti-DSG3-GFP binding, flow cytometry; hits give low values | binding (percent of control), % at 10 µM | 310,000 tested, 0.48% active | P32926;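 active = binding more than 3 SD below its plate's average and above zero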;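 also: hits lower antibody fragment binding to DSG3; some compounds called inactive have numbers as strong as hits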
MOR-DOR ag: OPRM1-OPRD1 heterodimerization agonism | P35372+P41143 | cells, luminescence | activation, % at 9.3 µM | 340,000 tested, 0.3% active; in the data active = activation above about 18%;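 also: 0% = vehicle-treated cells and 100% = reference agonist; values of inactives mirror those of a sister screen read the other way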
Wnt bcat act: Wnt/beta-catenin pathway activation; Wnt/beta-catenin reporter cell assay, activator, plate reader; activation, % at 9.35 µM; 300,000 tested, 1.2% active; AID 743398; in the data active = activation above about 30%, passing the limit was not always enough;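 also: 0% = neutral control wells and 100% = positive control wells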
OPRM1-OPRD1 inv: mu-delta opioid heterodimer inverse agonism; cell-based MOR-DOR heterodimer luminescence; AID 504357; inhibition, % at 9.3 µM; P35372+P41143; 340,000 tested, 0.21% active; in the data active = inhibition above about 22%, passing the limit was not always enough;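 also: 0% = cells with DMSO and 100% = wells without cells with DMSO; values of inactives mirror those of a sister screen read the other way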
V-ATPase pH: alters yeast V-ATPase proton transport; S. cerevisiae, pHLuorin cytosolic pH fluorescence; response, % at 10 µM; 350,000 tested, 0.37% active; AID 504577; in the data active = response mostly above about 7.3%, no sharp cut-off; inactive = mostly below about 5.4%; also: actives read high; inactives centre near 0; some compounds called inactive have numbers as strong as hits; reference of the scale not given here
LANA DNA inh: inhibitors of KSHV LANA C-terminal domain DNA binding; MBP-C-LANA/FAM-LBS DNA binding, fluorescence polarization; inhibition, % at 9 µM; 340,000 tested, 0.078% active;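 active = highest replicate inhibition at or above 60% at 9 µM, even if other replicates fall short; inactive = all replicates below 60% inhibition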;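 also: 0% = neutral control wells and 100% = 4 µM acridine orange control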
RTF Ca sens act: cardiac RTF calcium sensitization; P19429+P45379; IANBD-labeled TnC RTF fluorescence at EC20 calcium; 0% EC20 calcium, 100% full calcium; 340,000 tested, 0.24% active; activation, % at 7.2 µM;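 active = activation above the mean over all tested compounds plus 3 SD, cut at about 30% in these data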;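 also: rise in fluorescence read as greater calcium sensitivity of cardiac thin filaments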
Arr AP2 block: inhibitors of human beta-arrestin and AP2 interaction. inhibition, % at 10 µM. 340,000 tested, 0.31% active. FITC-arrestin peptide / GST-AP2 beads, flow cytometry; AP2 beta2 appendage carries R879A mutation. AID 504490;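 active = inhibition above a set limit, near 3 SD of compounds lacking own fluorescence, cut at about 54% in these data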;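 also: plate controls were DMSO wells for no effect and 5 µM unlabelled arrestin peptide for full effect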
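system = GST-tagged AP2 beta2-adaptin appendage (R879A) on 4 µm glutathione beads | reagent = FITC-labelled arrestin peptide probe, 50 nM final | schedule = compound with beads 12 min RT, then probe 1 h RT | signal = HyperCyt-sampled flow cytometry, FL1 channel, ex 488/em 535 nm | read-out = percent response from loss of bead-bound FITC fluorescence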
RTF Ca sens inh: cardiac RTF calcium desensitization | IANBD-labeled cardiac RTF, Ca2+ fluorescence | inhibition, % at 7.15 µM | 340,000 tested, 0.12% active | AID 493244;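 active = inhibition above the mean inhibition of all tested compounds plus 3 SD, cut at about 17% in these data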;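 also: assay run at fixed EC70 calcium of 1.6 mM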
Keap1 Nrf2 FP: disrupts human Keap1 binding to Nrf2 peptide | Keap1 Kelch-Nrf2 peptide fluorescence polarization, 1536-well | inhibition, % at 9.4 µM | 340,000 tested, 0.15% active | Q14145; in the data active = inhibition above about 12%;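 also: human Keap1 Kelch domain with fluorescein labeled Nrf2 9mer peptide probe; 0% = neutral control wells and 100% = peptide positive control; higher means more block of Keap1 binding to Nrf2 peptide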
Target sequence (Q14145 whole entry, looked up, the tested form may be a part): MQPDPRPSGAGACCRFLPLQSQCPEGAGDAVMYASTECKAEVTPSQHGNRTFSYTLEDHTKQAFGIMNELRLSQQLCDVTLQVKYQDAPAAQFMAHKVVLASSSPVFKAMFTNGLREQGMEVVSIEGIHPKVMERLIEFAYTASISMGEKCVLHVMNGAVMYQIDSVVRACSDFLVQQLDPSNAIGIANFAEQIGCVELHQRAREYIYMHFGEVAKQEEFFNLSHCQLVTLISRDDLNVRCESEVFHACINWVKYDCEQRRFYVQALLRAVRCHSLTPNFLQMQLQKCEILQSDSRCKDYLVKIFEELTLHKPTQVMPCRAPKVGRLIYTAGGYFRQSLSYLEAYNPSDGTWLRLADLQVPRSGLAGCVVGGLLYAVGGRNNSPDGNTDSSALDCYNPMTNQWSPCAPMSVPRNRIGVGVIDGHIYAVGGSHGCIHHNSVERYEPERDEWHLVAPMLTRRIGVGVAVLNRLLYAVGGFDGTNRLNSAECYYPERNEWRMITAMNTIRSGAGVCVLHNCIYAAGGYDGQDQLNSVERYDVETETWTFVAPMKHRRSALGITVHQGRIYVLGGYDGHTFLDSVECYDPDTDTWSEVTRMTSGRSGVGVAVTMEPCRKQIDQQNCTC
The depositor's hits bear a star.

What do the screens show for `CCCC(C(=O)OCCN(CC)CC)(c1ccccc1)c1ccccc1`?
Pemphigus Ab inh: 109; MOR-DOR ag: 12; Wnt bcat act: -8; OPRM1-OPRD1 inv: -66; V-ATPase pH: -1; LANA DNA inh: -0.1; RTF Ca sens act: 9; Arr AP2 block: -3; RTF Ca sens inh: -2; Keap1 Nrf2 FP: -4

Results for Cc1ccc(-n2c(=O)c3c(C)c(C)sc3n(Cc3cc(=O)n4ccccc4n3)c2=O)cc1C ?
Pemphigus Ab inh: 119; MOR-DOR ag: -1.1; Wnt bcat act: -6; OPRM1-OPRD1 inv: 6; V-ATPase pH: 2; LANA DNA inh: 0.6; RTF Ca sens act: -4; Arr AP2 block: 1; RTF Ca sens inh: 10; Keap1 Nrf2 FP: 3

What do the screens show for `CC(C)OCCCNS(=O)(=O)c1ccc2c(c1)oc(=O)n2C`?
Pemphigus Ab inh: 104; MOR-DOR ag: 0.0; Wnt bcat act: 3; OPRM1-OPRD1 inv: 0; V-ATPase pH: -4; LANA DNA inh: -2.0; RTF Ca sens act: -2; Arr AP2 block: 3; RTF Ca sens inh: -9; Keap1 Nrf2 FP: 3

What do the screens show for `CC(Oc1ccccc1)C(=O)Nc1nnc(S(=O)(=O)N2CCCCC2)s1` (centres undefined)?
Pemphigus Ab inh: 92; MOR-DOR ag: -0.9; Wnt bcat act: -4; OPRM1-OPRD1 inv: 5; V-ATPase pH: -6; LANA DNA inh: -1.3; RTF Ca sens act: -5; Arr AP2 block: 41; RTF Ca sens inh: 1; Keap1 Nrf2 FP: 0

How did CC(C)(C)CN1CCNC(=O)C1CC(=O)NCCc1cnn(-c2ccccc2)c1 (centres undefined) do in these assays?
Pemphigus Ab inh: 104; MOR-DOR ag: -1.6; Wnt bcat act: -1; OPRM1-OPRD1 inv: 8; V-ATPase pH: 0; LANA DNA inh: 1.9; RTF Ca sens act: 4; Arr AP2 block: -28; RTF Ca sens inh: -1; Keap1 Nrf2 FP: -2

How did CSc1ccc(/C=C(/NC(=O)c2ccco2)C(=O)N2CCCCC2)cc1 do in these assays?
Pemphigus Ab inh: 110; MOR-DOR ag: -4.3; Wnt bcat act: -1; OPRM1-OPRD1 inv: 21; V-ATPase pH: -1; LANA DNA inh: -0.3; RTF Ca sens act: 0; Arr AP2 block: -1; RTF Ca sens inh: 4; Keap1 Nrf2 FP: 2

Results for Clc1ccc(NC2=NCCCCC2)cc1 ?
Pemphigus Ab inh: 107; MOR-DOR ag: -2.4; OPRM1-OPRD1 inv: 14; V-ATPase pH: 2; LANA DNA inh: 0.2; RTF Ca sens act: 3; Arr AP2 block: 2; RTF Ca sens inh: -4; Keap1 Nrf2 FP: 0

How did CNC(=O)c1ccc(=O)n(Cc2cccc(C(F)(F)F)c2)c1 do in these assays?
Pemphigus Ab inh: 105; MOR-DOR ag: -2.2; Wnt bcat act: -1; OPRM1-OPRD1 inv: 11; V-ATPase pH: 3; LANA DNA inh: -0.5; RTF Ca sens act: -2; Arr AP2 block: -8; RTF Ca sens inh: -4; Keap1 Nrf2 FP: -4

What do the screens show for `COc1ccc(S(=O)(=O)NCC2CCCN(C(=O)C=C(C)C)C2)cc1` (centres undefined)?
Pemphigus Ab inh: 103; MOR-DOR ag: 0.5; Wnt bcat act: -4; OPRM1-OPRD1 inv: -3; V-ATPase pH: 0; LANA DNA inh: -0.6; RTF Ca sens act: 5; Arr AP2 block: 12; RTF Ca sens inh: 2; Keap1 Nrf2 FP: -3

Results for CCOc1ccc(NC(=O)c2ccccc2NC(=O)CNC2CCCC(C)C2C)cc1 (centres undefined) ?
Pemphigus Ab inh: 97; MOR-DOR ag: 1.5; Wnt bcat act: 0; OPRM1-OPRD1 inv: -6; V-ATPase pH: 1; LANA DNA inh: -1.3; RTF Ca sens act: -3; Arr AP2 block: 23; RTF Ca sens inh: -11; Keap1 Nrf2 FP: -2

How did CC(C)COc1ccc(C(=O)OCC(=O)N(C)CC(=O)Nc2ccc(F)cc2)cc1 do in these assays?
Pemphigus Ab inh: 96; MOR-DOR ag: 1.1; Wnt bcat act: 0; OPRM1-OPRD1 inv: -7; V-ATPase pH: 1; LANA DNA inh: 0.4; RTF Ca sens act: -10; Arr AP2 block: -3; RTF Ca sens inh: -4; Keap1 Nrf2 FP: -4

What do the screens show for `Brc1ccc(Oc2ncc(CN3CCOCC3)s2)cc1`?
Pemphigus Ab inh: 103; MOR-DOR ag: 0.4; OPRM1-OPRD1 inv: -2; V-ATPase pH: -4; LANA DNA inh: 1.2; RTF Ca sens act: 3; Arr AP2 block: 1; RTF Ca sens inh: -3; Keap1 Nrf2 FP: -3

What do the screens show for `COCC(=O)Nc1ccc2c(c1)OCO2`?
Pemphigus Ab inh: 96; MOR-DOR ag: -2.7; Wnt bcat act: -1; OPRM1-OPRD1 inv: 14; V-ATPase pH: 1; LANA DNA inh: -1.5; RTF Ca sens act: -2; Arr AP2 block: 32; RTF Ca sens inh: 0; Keap1 Nrf2 FP: 0

How did Cc1cc(C)cc(OCC(=O)NNC(=O)C2CCCO2)c1 (centres undefined) do in these assays?
Pemphigus Ab inh: 101; MOR-DOR ag: -1.8; Wnt bcat act: -1; OPRM1-OPRD1 inv: 9; V-ATPase pH: 2; LANA DNA inh: 0.0; RTF Ca sens act: 4; Arr AP2 block: -7; RTF Ca sens inh: -9; Keap1 Nrf2 FP: 3

What do the screens show for `Cc1c(NC(=O)CN2CCN(c3cccc(Cl)c3)CC2)c(=O)n(-c2ccccc2)n1C`?
Pemphigus Ab inh: 98; MOR-DOR ag: -3.0; Wnt bcat act: -1; OPRM1-OPRD1 inv: 15; V-ATPase pH: -1; LANA DNA inh: -2.0; RTF Ca sens act: -1; Arr AP2 block: 14; RTF Ca sens inh: 6; Keap1 Nrf2 FP: -3

What do the screens show for `COc1ccccc1NC(=O)C(C)OC(=O)c1ccc(-n2cnnn2)cc1` (centres undefined)?
Pemphigus Ab inh: 100; MOR-DOR ag: 2.8; Wnt bcat act: 1; OPRM1-OPRD1 inv: -18; V-ATPase pH: 5; LANA DNA inh: -0.8; RTF Ca sens act: -5; Arr AP2 block: 10; RTF Ca sens inh: 0; Keap1 Nrf2 FP: 5

Results for CCCN1CCN(C(=O)CCS(=O)(=O)c2cc3c(cc2Cl)NC(=O)CO3)CC1 ?
Pemphigus Ab inh: 103; MOR-DOR ag: -3.1; Wnt bcat act: 2; OPRM1-OPRD1 inv: 17; V-ATPase pH: 1; LANA DNA inh: 0.7; RTF Ca sens act: 5; Arr AP2 block: -5; RTF Ca sens inh: -5; Keap1 Nrf2 FP: -2

Results for Fc1ccccc1CSCc1nc2ccccc2[nH]1 ?
Pemphigus Ab inh: 90; MOR-DOR ag: -3.7; Wnt bcat act: 2; OPRM1-OPRD1 inv: 19; V-ATPase pH: -1; LANA DNA inh: -1.3; RTF Ca sens act: 0; Arr AP2 block: -4; RTF Ca sens inh: -1; Keap1 Nrf2 FP: -1

What do the screens show for `Cn1cc(S(=O)(=O)N2CCCC2)cc1C(=O)O`?
Pemphigus Ab inh: 101; MOR-DOR ag: -1.7; Wnt bcat act: -1; OPRM1-OPRD1 inv: 8; V-ATPase pH: -1; LANA DNA inh: 0.8; RTF Ca sens act: 1; Arr AP2 block: -7; RTF Ca sens inh: 2; Keap1 Nrf2 FP: 5

How did N/C(=N\OC(=O)c1ccccc1)c1cccnc1 do in these assays?
Pemphigus Ab inh: 88; MOR-DOR ag: 8.1; Wnt bcat act: 51*; OPRM1-OPRD1 inv: -59; V-ATPase pH: 3; LANA DNA inh: 0.5; RTF Ca sens act: -4; Arr AP2 block: -2; RTF Ca sens inh: -11; Keap1 Nrf2 FP: -5

How did C=CCNC(=O)COc1ccc(Oc2ccccc2)cc1 do in these assays?
Pemphigus Ab inh: 99; MOR-DOR ag: -0.4; Wnt bcat act: 4; OPRM1-OPRD1 inv: 2; V-ATPase pH: 0; LANA DNA inh: -0.7; RTF Ca sens act: -1; Arr AP2 block: 2; RTF Ca sens inh: -7; Keap1 Nrf2 FP: 2

What do the screens show for `FC(F)(F)c1ccc(-c2n[nH]c(=S)o2)nc1`?
Pemphigus Ab inh: 109; MOR-DOR ag: -2.4; Wnt bcat act: 0; OPRM1-OPRD1 inv: 12; V-ATPase pH: -1; LANA DNA inh: -1.5; RTF Ca sens act: 8; Arr AP2 block: -22; RTF Ca sens inh: 5; Keap1 Nrf2 FP: -5

What do the screens show for `COc1cc(SC)ccc1C(=O)N1CC(C)OC(C)C1` (centres undefined)?
Pemphigus Ab inh: 101; MOR-DOR ag: -0.8; Wnt bcat act: -1; OPRM1-OPRD1 inv: 4; V-ATPase pH: -1; LANA DNA inh: 1.1; RTF Ca sens act: -1; Arr AP2 block: -15; RTF Ca sens inh: 6; Keap1 Nrf2 FP: -2

What do the screens show for `CCCNC(=O)Cc1cc(=O)[nH]c(=O)[nH]1`?
Pemphigus Ab inh: 98; MOR-DOR ag: -0.6; Wnt bcat act: -4; OPRM1-OPRD1 inv: 3; V-ATPase pH: -2; LANA DNA inh: 0.0; RTF Ca sens act: -2; Arr AP2 block: 10; RTF Ca sens inh: -2; Keap1 Nrf2 FP: -3

What do the screens show for `O=[N+]([O-])c1cc2c(cc1/C=N\NS(=O)(=O)c1ccccc1)OCO2`?
Pemphigus Ab inh: 99; MOR-DOR ag: 0.8; OPRM1-OPRD1 inv: -5; V-ATPase pH: 4; LANA DNA inh: -1.2; RTF Ca sens act: 6; Arr AP2 block: 7; RTF Ca sens inh: -21; Keap1 Nrf2 FP: -4

Results for CCn1cc(CN2CCCC(C(=O)Nc3cccc(-c4cc5ccccc5[nH]4)c3)C2)c(C)n1 (centres undefined) ?
Pemphigus Ab inh: 101; MOR-DOR ag: 2.7; Wnt bcat act: -2; OPRM1-OPRD1 inv: -14; V-ATPase pH: 1; LANA DNA inh: 1.4; RTF Ca sens act: 0; Arr AP2 block: 9; RTF Ca sens inh: -7; Keap1 Nrf2 FP: 0

How did Cc1c(C)n2c(SCC(=O)N3CCC(C)CC3)nnc2[nH]c1=O do in these assays?
Pemphigus Ab inh: 99; MOR-DOR ag: -3.6; Wnt bcat act: -1; OPRM1-OPRD1 inv: 18; V-ATPase pH: -3; LANA DNA inh: -0.3; RTF Ca sens act: 7; Arr AP2 block: -6; RTF Ca sens inh: 4; Keap1 Nrf2 FP: 2

What do the screens show for `O=C(Nc1cccc(NC(=O)c2ccccc2[N+](=O)[O-])n1)c1ccccc1[N+](=O)[O-]`?
Pemphigus Ab inh: 106; MOR-DOR ag: -1.1; Wnt bcat act: -1; OPRM1-OPRD1 inv: 4; V-ATPase pH: -1; LANA DNA inh: 1.4; RTF Ca sens act: -1; Arr AP2 block: 3; RTF Ca sens inh: -9; Keap1 Nrf2 FP: -3
